Bioassay records (PubChem)
Yfh1-off respiration = enhancers of respiration in Yfh1-depleted yeast, dose response, Friedreich's ataxia, plus single-dose screen (AID 1465); fold induction at 50 µM, or EC50 in µM where a hit was titrated; S. cerevisiae Yfh1-off respiration, WST-1 reduction, 72 h; higher fold induction means a stronger effect; 0.074% of 220,000 active;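 active means fold induction of absorbance versus untreated yeast above a set limit, then at least 30% activation at any dose in follow-up; inconclusive means repeats straddling the limit, or above it without dose testing; inactive means fold induction below the set limit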;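 further: activators that raise dye reduction in frataxin-depleted yeast; strong numbers were not always called active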
GPR55 antagonists = GPR55 antagonists blocking LPI-driven arrestin recruitment, primary screen, imaging, U2OS, beta-arrestin-GFP, LPI agonist (AID 2013); 0.13% of 290,000 active; G-protein coupled receptor 55 (Homo sapiens); one-dose inhibition, % at 10 µM; IC50 in µM for titrated hits; U2OS GPR55 beta-arrestin-GFP translocation imaging, LPI antagonism; higher % means a stronger effect;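 active means spots per cell inhibited over 60%, with over 100 cells counted and total cytoplasm intensity under 500,000; inconclusive means wells with under 100 cells, flagged as likely toxic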;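 further: U2OS cells stably carrying GPR55 and arrestin-GFP stimulated by 5 µM LPI near EC80; imaged beta-arrestin-GFP aggregate spots per cell after agonist stimulation; plate controls were LPI-stimulated DMSO wells for no effect and DMSO wells without LPI for full effect; some results filed as inactive read as strong as hits; confirmed hits need IC50 under 10 µM and bright autofluorescent wells are also inconclusive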
NTR1 agonist = agonists of NTR1, primary screen, imaging, U2OS cells, beta-arrestin-GFP, high content (AID 493036); NTR1-U2OS beta-arrestin-GFP spot imaging, agonist mode; activation, % at 20 µM; 0.17% of 330,000 active; Neurotensin receptor type 1 (Homo sapiens), P30989;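 active means activation at or above 40% of the spot to cytoplasm intensity ratio, with at least 20 cells analyzed; inconclusive means wells under 20 cells, flagged as cytotoxic or low count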;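 further: 0% = DMSO without peptide and 100% = 100 nM NTR1 peptide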
Target sequence (P30989 whole entry, looked up): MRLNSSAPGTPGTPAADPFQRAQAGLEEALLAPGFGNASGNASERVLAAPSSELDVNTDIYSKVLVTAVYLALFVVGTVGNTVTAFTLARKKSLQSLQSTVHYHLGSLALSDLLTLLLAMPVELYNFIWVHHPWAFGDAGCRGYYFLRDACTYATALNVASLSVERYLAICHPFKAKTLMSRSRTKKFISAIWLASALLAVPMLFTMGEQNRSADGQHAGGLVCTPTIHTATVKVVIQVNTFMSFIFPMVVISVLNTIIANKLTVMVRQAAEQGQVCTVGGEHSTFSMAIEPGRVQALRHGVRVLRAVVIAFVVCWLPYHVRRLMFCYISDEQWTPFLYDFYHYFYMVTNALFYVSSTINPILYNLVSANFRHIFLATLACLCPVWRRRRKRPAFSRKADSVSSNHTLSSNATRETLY
GPR55 activation = GPR55 agonists via beta-arrestin recruitment, primary screen, imaging, U2OS cells, beta-arrestin-GFP redistribution (AID 1961) | activation, % at 10 µM, or EC50 in µM where a hit was titrated | U2OS GPR55 beta-arrestin-GFP redistribution imaging; higher % means a stronger effect | G-protein coupled receptor 55 (Homo sapiens) | 0.048% of 290,000 active;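 active means activation above 40% with more than 50 cells counted in the well; inconclusive means wells holding fewer than 50 cells, flagged as toxic or sparse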;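 further: U2OS osteosarcoma cells stably expressing GPR55 and beta-arrestin-GFP; plate controls were DMSO negative control for no effect and LPI positive control for full effect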
MgcRacGAP inhibition = MgcRacGAP GTPase-activating activity inhibitors, confirmation, biochemical, ADP Hunter fluorescence; Rac GTPase-activating protein 1 (Homo sapiens); MgcRacGAP-stimulated Rac1 GTP hydrolysis, ADP Hunter fluorescence; higher % means a stronger effect; GST-tagged Rac1 F28L mutant substrate; AID 624330, 2012; inhibition, % at 30 µM; hits with a dose series show IC50 in µM; 0.6% of 340,000 active;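 active means first-screen hits whose inhibition reached a set limit at any dose in the follow-up dose series; inconclusive means inhibition above the set first-screen limit but never retested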;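 further: fluorescence reports GDP produced by GAP-driven GTP hydrolysis; strong numbers were not always called active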
GPR35 antagonists = GPR35 antagonists blocking zaprinast-driven arrestin recruitment, primary screen, imaging, U2OS, beta-arrestin-GFP, zaprinast agonist (AID 2058). G-protein coupled receptor 35 (Homo sapiens). U2OS GPR35 beta-arrestin-GFP translocation imaging, zaprinast antagonism; higher % means a stronger effect. one-dose inhibition, % at 10 µM; IC50 in µM for titrated hits. 0.052% of 290,000 active;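 active means inhibition of at least 50% with at least 30 cells and total cytoplasm GFP at most 10,000,000; inconclusive means under 30 cells or total GFP of 10,000,000 plus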
AID2073 = inhibitors of Mint1-CaV2.2 protein interaction, biochemical, HTRF (AID 2073) | Voltage-dependent N-type calcium channel subunit alpha-1B (Homo sapiens) | HTRF protein-protein interaction, Mint1-CaV2.2; higher % means a stronger effect | inhibition, % at 20 µM, or IC50 in µM where a hit was titrated | 0.19% of 290,000 active; in the data active means inhibition mostly above about 51%, no sharp cut-off; inconclusive means no clear call, values can overlap the other calls; inactive means mostly below about 53%; further: some results filed as inactive read as strong as hits
SV40 large T antigen = SV40 large T antigen inhibitors, biochemical (AID 1903) | SV40 large T antigen ATPase/helicase inhibition assay; higher % means a stronger effect | inhibition, % at 20 µM, or IC50 in µM where a hit was titrated | 0.39% of 310,000 active; in the data active means a potency from the dose series; inconclusive means inhibition mostly from about 32% at the one dose, without a potency; inactive means the rest, 99 in 100 with inhibition below about 32%; further: strong numbers were not always called active
Dengue-2 NS5 capping = Dengue-2 NS5 methyltransferase inhibitors, primary screen, biochemical, confirmation dose response (AID 588689). Genome polyprotein (Dengue virus type 2 (strain 16681-PDK53)). Dengue-2 NS5 methyltransferase capping enzyme assay, biochemical; higher % means a stronger effect. inhibition, % at 25 µM; hits with a dose series show IC50 in µM. 0.3% of 340,000 active; in the data active means a potency from the dose series; inconclusive means inhibition above about 29% without an active follow-up result
NTR1 agonist cell count 20 µM = further read-out of NTR1 agonist, marked with its call; cell count; measured here: cell count, cytotoxicity flag
Dengue-2 NS5 capping pilot replicate = second read-out of Dengue-2 NS5 capping, no call of its own (marks repeat the call); inhibition, %; measured here: pilot screen replicate inhibition
Starred values were filed as active, the others as inactive; i = inactive; u = inconclusive; x = no result given. Rows are unselected, and some 1.7% of all compounds hit somewhere here.

SMILES	Yfh1-off respiration	GPR55 antagonists	NTR1 agonist	NTR1 agonist cell count 20 µM	GPR55 activation	MgcRacGAP inhibition	GPR35 antagonists	AID2073	SV40 large T antigen	Dengue-2 NS5 capping	others
COc1ccc(Br)cc1CN1CCN(C(=O)c2ccco2)CC1	x	-9%	-1.4	78	-0.1%	x	-3%	5%	4%	-2%
C/C(=N\NS(=O)(=O)c1c(C)cc(C)cc1C)c1ccncc1	x	13%	1.0	38	0.3%	4%	6%	1%	6%	-2%
CCn1cc(C(=O)O)c(=O)c2cc(F)c(N3CCN(C(=S)NC(=O)c4cc(OC)cc(OC)c4)CC3)cc21	x	2%	-0.5	57	0.9%	6%	-5%	-2%	11%	-5%
Cc1ccccc1N1OC2C(=O)N(c3ccc(F)cc3)C(=O)C2C1c1ccccn1 (stereo unspecified)	i	3%	1.2	58	-0.2%	8%	-1%	-6%	3%	-1%
O=C/C(=C\Nc1ccc(Br)cc1)c1nc2ccccc2o1	i	-3%	0.2	32	-0.1%	3%	2%	19%	x	-4%
Cc1cn(S(=O)(=O)c2cc(Br)ccc2Br)cn1	i	12%	-0.7	34	-0.3%	7%	-6%	16%	6%	3%
CC1(C)CC2(CCO1)N1CC3(C)CN2CC(C)(C1)C3=O (stereo unspecified)	i	x	-1.5	33	x	14%	x	x	x	2%
CC(=O)Nc1ccc(C(=O)OCC(=O)N(C)C2CCCCC2)cc1	i	7%	0.5	62	-0.4%	0%	2%	7%	3%	-8%
CN1CCN(CCCNC(=O)c2ccc(/C=C3/Sc4ccccc4N(Cc4cccc(Cl)c4)C3=O)cc2)CC1	i	19%	x	x	-0.4%	11%	12%	-4%	9%	2%
CCc1cccc(NC(=O)COC(=O)/C=C/c2cccs2)c1	x	x	0.3	57	x	9%	x	x	4%	1%
C#CCOCCOCCOCCNc1nc(N2CCN(C(=O)[C@H]([C@@H](C)CC)n3cc(CCCN=C(N)N)nn3)CC2)nc(N2CCN(C(=O)[C@H](CCCCN)n3cc(CCCC)nn3)CC2)n1	i	0%	0.0	54	-0.1%	8%	12%	3%	6%	-6%
CC(NC(=O)c1ccccc1)c1ccc(Br)cc1 (stereo unspecified)	i	-2%	-1.0	50	0.1%	-6%	9%	21%	4%	1%
COc1ccccc1NC(=O)Cn1c(=O)n(-c2ccccc2)c(=O)c2oc3ccccc3c21	i	13%	0.0	65	-0.2%	6%	4%	1%	0%	-2%
O=C(Nc1ccc(Cn2cccn2)cc1)c1ccc(COc2cccc(Br)c2)cc1	i	-1%	-4.5	8	-0.1%	8%	-6%	-2%	3%	-1%
COc1cc2c(cc1OC)C(C)N(C(=O)c1cc3ccccc3o1)CC2 (stereo unspecified)	i	14%	3.1	61	0.2%	1%	-5%	0%	3%	-2%
COC(=O)N1[C@H](Cc2ccccc2)C=C[C@]1(C)C(=O)O	i	-14%	-1.7	59	-0.1%	-5%	6%	-4%	7%	-2%
Cc1cc(SCCOc2ccccc2)nc(N)n1	i	0%	-2.6	68	-0.1%	7%	2%	-5%	11%	-3%
COC(=O)c1ccc(C(C(=O)NCc2ccccc2)N(Cc2ccco2)C(=O)c2cnccn2)cc1 (stereo unspecified)	i	8%	0.9	53	-0.1%	1%	0%	-7%	31%	-1%
COc1ccc(OCCSc2ncccn2)cc1	i	-11%	-1.6	80	-0.1%	2%	-7%	-8%	4%	1%	Dengue-2 NS5 capping pilot replicate=-1.5
CCC(C)NC(=O)CCNS(=O)(=O)c1ccc(Br)cc1 (stereo unspecified)	i	-13%	0.2	70	-0.1%	3%	-2%	-7%	7%	1%
C=CCn1c(SCC(=O)N2CCCC2)nc2cc(C(=O)NCC3CCCO3)ccc2c1=O (stereo unspecified)	i	23%	1.0	64	0.0%	7%	19%	0%	5%	-7%
COCCNC(=O)/C(C#N)=C\c1ccc(CNS(=O)(=O)c2ccccc2)o1	i	-4%	0.4	58	0.1%	1%	-4%	-9%	13%	-6%
CCCOc1ccc(/C=C/C(=O)NC2CCCCC2)cc1OC	x	-11%	-0.2	48	-0.3%	5%	3%	-7%	5%	-3%
CC(C)OCCCNc1ncnc2c1nc1n2CCCC1	x	17%	-1.3	104	0.0%	x	-5%	9%	9%	-4%
O=C(c1cccc(S(=O)(=O)NCc2ccccc2)c1)N1CCCCC1	x	x	-0.8	65	x	7%	x	x	-36%	1%
COc1ccc(C2CC(=O)c3sc(N)nc3C2)cc1 (stereo unspecified)	i	1%	-2.8	56	0.2%	12%	2%	2%	8%	5%
CCC(=O)N1CCc2cc(S(=O)(=O)N3CCN(c4ccccc4Cl)CC3)ccc21	x	15%	2.5	63	-0.2%	9%	-18%	11%	10%	2%
CCn1c(SCC(=O)Nc2ccc(F)cc2)nnc1C1CC1	x	-8%	-0.7	49	-0.2%	2%	4%	-1%	3%	4%
O=S(=O)(Nc1ncnc2sc3c(c12)CCC3)c1ccc2ccccc2c1	i	8%	4.2	55	0.0%	10%	-10%	14%	5%	24%
C=CCNC(=S)Nc1ccc(N(C)C)cc1	i	2%	-1.0	69	-0.2%	u	-10%	-15%	3.2µM*	5%
CC1CN(Cc2nc3c(c(=O)n(C)c(=O)n3C)n2CC(=O)c2ccccc2)CC(C)O1 (stereo unspecified)	i	-10%	-1.1	53	0.6%	5%	-15%	13%	9%	-4%
CC(=O)Oc1ccc(N2C(=O)C3C(C2=O)C2(C)C=CC3(C)O2)cc1 (stereo unspecified)	i	23%	-0.6	44	-0.2%	x	8%	5µM*	x	x
CCN(CC)S(=O)(=O)c1ccc(C(=O)OCC(=O)N2CCN(C(=O)c3ccco3)CC2)cc1	i	-9%	-2.8	46	-0.2%	3%	6%	-1%	11%	-2%
COC(=O)C1=C(C)N(Cc2ccco2)C(=O)N[C@@H]1c1ccco1	i	x	-4.5	83	x	11%	x	x	1%	-2%
Cc1n[nH]c(=O)c2c(NC(=O)CSc3ccc(F)cc3)oc(C)c12	x	x	-1.1	71	x	13%	x	x	11%	20%
COc1ccccc1C(=O)N1CCNC(=O)C1CC(=O)Nc1cccc(C)c1 (stereo unspecified)	i	2%	-0.2	36	0.2%	6%	-3%	-4%	2%	-1%
O=C(COc1ccc2ccccc2c1)N1CCN(C(=O)c2cccs2)CC1	i	7%	-0.8	45	0.1%	18%	-7%	4%	7%	-3%
O=C(CCN1C(=O)C2C3C=CC(C3)C2C1=O)N1CC(=O)N(CCc2ccccc2)C(=O)C1 (stereo unspecified)	i	4%	0.4	61	-0.1%	4%	-12%	-2%	4%	4%
COc1ccc(/C=N/NC(=O)c2nn(-c3ccc(C)c(C)c3)c(=O)c3ccccc23)cc1	i	28%	0.6	44	1.6%	2%	-8%	25%	3%	-12%
[NH-]c1ncnc2c1N=C[N+]2=CC=CCO	i	5%	x	x	-0.1%	-6%	-1%	10%	6%	-2%
COC(=O)c1nc(NC(=O)c2ccccc2Cl)n[nH]1	i	-4%	8.3	87	-0.1%	9%	-11%	-12%	4%	-12%	Dengue-2 NS5 capping pilot replicate=-5.3
CC(Oc1ccc(-n2cnnn2)cc1)C(=O)O (stereo unspecified)	i	25%	-1.5	81	-0.3%	4%	1%	-2%	9%	-1%
Cc1noc(C)c1CSc1nc2ccccc2c(=O)n1-c1ccc(Cl)cc1	i	13%	6.7	73	0.2%	12%	4%	22%	-8%	-2%
CCCOC(=O)c1ccc(NC(=O)COC)cc1	i	-8%	-0.9	64	-0.1%	9%	11%	4%	9%	-6%
CCOc1ccc(CCNC(=O)COC(=O)CCc2cc(OC)c(OC)c(OC)c2)cc1OCC	x	x	1.1	68	x	1%	x	x	8%	-4%
Cc1[nH]c(=O)c(C#N)c(C)c1CCC(=O)N(C)CC(=O)Nc1ccc(Cl)c(Cl)c1	x	1%	-0.9	57	-0.1%	2%	3%	9%	1%	-10%
COC(=O)NCC(c1cccnc1)N1CCOCC1 (stereo unspecified)	i	0%	0.3	105	0.0%	-3%	-9%	15%	9%	-4%
O=C(NCCN1CCOCC1)c1cc(-c2cccc(O)c2)on1	x	12%	0.2	58	0.0%	14%	2%	-3%	3%	-7%
Clc1ccc(C[n+]2cc(-c3ccccc3)n3c2CCC3)cc1Cl	i	18%	0.9	47	0.7%	11%	-11%	1%	0%	-6%
Cc1nc(NC(=O)c2ccccc2)sc1-c1csc(NCc2ccccc2)n1	i	5%	3.2	46	0.0%	2%	22%	7%	-1%	-21%
CCCn1nnnc1NCc1ccc(SC)cc1	x	-13%	-1.1	58	-0.1%	11%	10%	4%	-1%	-9%
O=C(CCc1ccccc1)Nc1ncc([N+](=O)[O-])s1	i	0%	1.7	48	0.4%	-7%	6%	-2%	1%	-3%
COc1ccccc1CNC(=S)Nc1ccc(F)cc1	x	6%	0.3	62	-0.3%	9%	2%	-4%	4%	-5%	Dengue-2 NS5 capping pilot replicate=-7.6
COc1ccc(NC2CCCN(C(=O)c3ccc(C(C)=O)s3)C2)cc1 (stereo unspecified)	x	4%	-0.8	61	-0.1%	81µM*	4%	-35%	32%	0%
O=[N+]([O-])c1cccc(-c2n[nH]c(=S)n2-c2ccc(Br)cc2)c1	i	4%	1.9	40	-0.1%	3%	13%	21%	8%	0%
COc1ccc(NC(=O)c2ccc(CN3CCN(c4ccccc4)CC3)cc2)cc1	i	-10%	4.5	66	-0.1%	5%	-12%	15%	0%	-3%
